# 14-3-3g Raf = 14-3-3 gamma protein interaction modulation; P61981; FP, 14-3-3gamma / TMR-pS259-Raf peptide binding; inhibition, % at 40 µM; actives 0.19% (n = 160,000); in the data active = inhibition above about 30%;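 also: 0% = protein plus tracer without compound and 100% = blank with tracer alone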
# Target sequence (P61981 whole entry, looked up): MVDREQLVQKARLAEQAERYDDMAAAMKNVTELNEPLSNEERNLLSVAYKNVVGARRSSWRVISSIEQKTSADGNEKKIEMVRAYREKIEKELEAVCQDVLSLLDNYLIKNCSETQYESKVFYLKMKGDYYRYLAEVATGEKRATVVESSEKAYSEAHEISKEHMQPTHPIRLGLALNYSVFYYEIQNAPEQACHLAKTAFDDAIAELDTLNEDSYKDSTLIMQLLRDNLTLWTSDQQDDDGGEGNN
# * hit, by the source's call; & = joins results of further samples.
Compound	14-3-3g Raf
O=C(CCn1c(SCc2ccc([N+](=O)[O-])cc2)nc2cc3c(cc2c1=O)OCO3)N1CCN(c2ccccc2)CC1	-5
Cc1ccc(NC(=O)CCNC(=O)Cn2ccc3ccccc3c2=O)c(Br)c1	3
CCOC(=O)c1c(C)n(C)c2ccc(OCC(O)Cn3nc(C)c(Br)c3C)cc12 (centres undefined)	-5
O=C(NCCOCc1ccccc1)c1ccccc1Br	-2
COc1ccc(C2NC(=O)NC(C)=C2C(=O)Nc2ccccc2Cl)cc1OC (centres undefined)	-2
O=C(C1c2ccccc2Oc2ccccc21)N1CCN=C1SCc1cccc([N+](=O)[O-])c1	4
CN(C)c1ccc(P(=O)(OC2CCCCC2)C(O)c2cccnc2)cc1 (centres undefined)	3
C=CCn1c(=N)c(C(=O)NCc2ccco2)cc2c(=O)n3ccccc3nc21	-18
COc1ccc(C2Sc3nncn3N2Cc2ccc(C#N)cc2)cc1 (centres undefined)	-1
Clc1ccccc1-c1nc(N2CCCC2)c2ccccc2n1	-3
O=C(NC1CCN(C(=O)NC2CCCCC2)CC1)c1ccco1	-8
CCOc1ccc(CCNC(=O)Cc2nn[nH]n2)cc1OCC	-1
CCc1n(CC(O)COc2cccc(Cl)c2)c2ccccc2[n+]1C (centres undefined)	-1
O=C(CN1C(=O)c2ccccc2C1=O)N1CCCCC1	2
O=C(Nc1c(-c2ccc(F)cc2)nc2ccccn12)c1ccccc1	-9
O=C(CN1C(=O)c2ccccc2C1=O)NCCN1CCOCC1	9
Cc1nnc(NC(=O)COC(=O)CSc2nc3ccccc3o2)s1	0
COCCn1cc(C(=O)NCc2ccccc2OC)c2c3ccccc3n(C)c2c1=O	1
Cn1c2c(c3ccccc31)CCSC2=O	-9
CCCCCn1c(=O)[nH]c2cc(C(=O)Nc3ccc(C)c(C)c3)ccc2c1=O	-6
COc1cccc(N2CCN(CC(=O)NCc3cccs3)CC2)c1	-10
O=C(Nc1nc(-c2ccc(F)cc2)cs1)c1cccc([N+](=O)[O-])c1	6
CCN(CC)S(=O)(=O)c1ccc(Cl)c(C(=O)Nc2cccnc2)c1	6
CCOC(=O)C1CCCN(c2cc(Nc3ccc(N(C)C)cc3)c3c4c(onc24)-c2ccccc2C3=O)C1 (centres undefined)	-64
CC1CCN(CCCn2c(=S)[nH]c3c(sc4ccc([N+](=O)[O-])cc43)c2=O)CC1	2

# Sorted by value in 14-3-3g Raf (largest number first): 3 of the compounds above.
Compound	14-3-3g Raf
Cc1ccc(NC(=O)CCNC(=O)Cn2ccc3ccccc3c2=O)c(Br)c1	3
CC1CCN(CCCn2c(=S)[nH]c3c(sc4ccc([N+](=O)[O-])cc43)c2=O)CC1	2
O=C(Nc1c(-c2ccc(F)cc2)nc2ccccn12)c1ccccc1	-9

# 15 of these compounds in a different format:
14-3-3g Raf	SMILES
-8	O=C(NC1CCN(C(=O)NC2CCCCC2)CC1)c1ccco1
-1	CCOc1ccc(CCNC(=O)Cc2nn[nH]n2)cc1OCC
-1	CCc1n(CC(O)COc2cccc(Cl)c2)c2ccccc2[n+]1C (centres undefined)
2	O=C(CN1C(=O)c2ccccc2C1=O)N1CCCCC1
-9	O=C(Nc1c(-c2ccc(F)cc2)nc2ccccn12)c1ccccc1
9	O=C(CN1C(=O)c2ccccc2C1=O)NCCN1CCOCC1
0	Cc1nnc(NC(=O)COC(=O)CSc2nc3ccccc3o2)s1
1	COCCn1cc(C(=O)NCc2ccccc2OC)c2c3ccccc3n(C)c2c1=O
-9	Cn1c2c(c3ccccc31)CCSC2=O
-6	CCCCCn1c(=O)[nH]c2cc(C(=O)Nc3ccc(C)c(C)c3)ccc2c1=O
-10	COc1cccc(N2CCN(CC(=O)NCc3cccs3)CC2)c1
6	O=C(Nc1nc(-c2ccc(F)cc2)cs1)c1cccc([N+](=O)[O-])c1
6	CCN(CC)S(=O)(=O)c1ccc(Cl)c(C(=O)Nc2cccnc2)c1
-64	CCOC(=O)C1CCCN(c2cc(Nc3ccc(N(C)C)cc3)c3c4c(onc24)-c2ccccc2C3=O)C1 (centres undefined)
2	CC1CCN(CCCn2c(=S)[nH]c3c(sc4ccc([N+](=O)[O-])cc43)c2=O)CC1

# New compounds follow.
Compound	14-3-3g Raf
Cc1ccc2nc(SCC(=O)Nc3ccc(C)c(C)c3)[nH]c2c1	-27
CCn1cc(C(=O)NCc2cccs2)c(=O)c2cc(S(=O)(=O)N3CCOCC3)ccc21	1
C=CCN(c1ccccc1)C(C(=O)NC1CCCCC1)c1cc2c(cc1[N+](=O)[O-])OCO2 (centres undefined)	6
O=c1c2c3nc4ccccc4nc3n(Cc3ccccc3)c2ncn1Cc1ccco1	-20
CCOC(=O)N1CCN(S(=O)(=O)c2ccc3c(c2)CCN3C(=O)CC)CC1	-2
CCOC(=O)c1sc(NC(=O)CSc2nnc(C(C)C)n2CC)nc1C	-1
O=S(=O)(c1cccc2c(Cl)cccc12)N1CCCNCC1	-1
CC(=O)NC1(C(F)(F)F)NC(=O)N(C)C1=O (centres undefined)	6
CCCOc1ccc(C(=O)Nc2ccc3c(c2)OCCO3)cc1	11
COc1cc2c(cc1OC)C(COc1ccccc1OC)N(C(=O)c1ccc3c(c1)OCO3)CC2 (centres undefined)	-23
O=C(NCCSc1c(-c2ccccc2)[nH]c2ccccc12)C1CCCC1	3
CCCNC(=O)C1CC(=O)N(c2ccc(OCC(=O)Nc3cccc(C)c3C)cc2)C1 (centres undefined)	0
CCOC(=O)Cn1c(C)cc(=O)c2cccc(C)c21	3
CCC1=NNc2cccc3c(OC)ccc1c23	142*
CCOc1cc(S(=O)(=O)n2cc(-c3ccc(F)cc3)c(N)n2)cc(OCC)c1OCC	0
CC1=NN(C(=O)c2csc(C(C)C)c2)C(O)(C(F)(F)F)C1 (centres undefined)	-4
CCOC(=O)Cn1c(CN2CC(C)OC(C)C2)nc2c1c(=O)n(C)c(=O)n2C (centres undefined)	3&1
Cc1ccc(C)c(Oc2coc3cc(OCc4ccc(F)cc4)ccc3c2=O)c1	-5
CCCC(=O)Nc1c2c(nn1-c1cccc(Cl)c1)CS(=O)C2 (centres undefined)	-11
CCOC(=O)C1CCN(C(=O)Cn2cnc3ccc(S(=O)(=O)N4CCC(C)CC4)cc3c2=O)CC1	-1
COc1ccc(OCCSc2nc3ccccc3n2C)cc1	2
CCn1c(SCC(N)=O)nnc1-c1ccc(OC)c(OC)c1	-1
COc1ccccc1NC(=O)CCN1CCN(c2ccccc2C)CC1	-6
COc1ccc(C(=O)Nc2ccc(CC#N)cc2)cc1OC	-2
CCOC(=O)CN1C(=O)C(O)=C(C(C)=O)C1c1ccc(F)cc1 (centres undefined)	0
COC(=O)COc1ccc(S(=O)(=O)Nc2cc(OC)ccc2OC)cc1	-7
c1ccc(C2=Nc3ccccc3SC2)cc1	-1
O=C(O)Cn1ccnc1	-6
CC(=O)N1c2ccc(S(=O)(=O)CCC(=O)Nc3ccc(Br)cc3C)cc2CC1C (centres undefined)	-11
NC1=NC(=O)CC(C(=O)Nc2cccc3ccccc23)S1 (centres undefined)	2
C=C(C)c1ccccc1NC(=O)Cn1c(=O)sc2ccccc21	1
CC1(C(=O)NC2CCCC2)CCC(=O)N1Cc1ccc(F)cc1 (centres undefined)	-1
N#Cc1cc(-c2ccccc2)nn1-c1ccccc1	0
COc1ccc(-c2cc(C(=O)OCC(=O)c3ccc(C)c([N+](=O)[O-])c3)c3ccccc3n2)cc1	-9
CCN(CC)S(=O)(=O)c1ccc(C(=O)Nc2cccc(-c3nc4ccccc4[nH]3)c2)cc1	0
O=C(c1ccccc1)c1ccc(NC(=O)c2scc3c2CCCC3)cc1	6
Cc1c(C(=O)N2CCCC2)sc2nc(SCC(=O)C(C)(C)C)n(CCc3ccccc3)c(=O)c12	-3
O=C(O)c1cccc(N2COc3ccc4cc(Br)ccc4c3C2)c1	-11
CN(C)CCN1C(=O)C(=O)/C(=C(/O)c2ccccc2)C1c1cccc([N+](=O)[O-])c1 (centres undefined)	-2
COc1ccc(-n2nc3c(c2NC(=O)c2cccc(F)c2)CS(=O)(=O)C3)cc1	2
N#Cc1c(-c2ccco2)nc(SCC(=O)Nc2cccc(Cl)c2)[nH]c1=O	-12
CC1CCN(S(=O)(=O)N2CCC(C(=O)N3CCC(N(C)CC4CCCO4)CC3)CC2)CC1 (centres undefined)	-4
COc1ccc(C(=O)Nc2ccc(I)cc2)cc1S(=O)(=O)N1CCOCC1	-2
COc1cc(C2C(C(=O)OCC(C)C)=C(C)N=C3SCCC(=O)N32)ccc1OC(C)=O (centres undefined)	-14
O=C(NCc1ccccc1)c1cccc(Cl)c1	3
O=C(Nc1ccc(Oc2ccccc2)cc1)c1cn(-c2ccc(Cl)cc2)c(=O)c2ccccc12	0
S=C(c1cn(CCOc2ccc(Cl)cc2)c2ccccc12)N1CCOCC1	-10
Cc1cc(C(=O)Cn2nnc3ccccc3c2=O)c(C)n1-c1c(C)n(C)n(-c2ccccc2)c1=O	-6
Cc1noc(NS(=O)(=O)c2ccc(NC(=O)c3cccc(Br)c3)cc2)c1C	-1
Cc1cccc2nc3c(nc12)-c1ccccc1C3=O	-17

# Other entries
Compound	14-3-3g Raf
O=C(c1ccccc1/S(=N/S(=O)(=O)c1ccccc1)N1CCOCC1)N1CCOCC1 (centres undefined)	4
O=C(CN1C(=O)c2ccccc2S1(=O)=O)N1CCN(c2ccccc2)CC1	-3
Clc1ccc2nc(-c3ccco3)c(Nc3ccc4c(c3)OCO4)n2c1	-7
CCOC(=O)c1ccc2c(c1)SCc1n[nH]c(=S)n1-2	-4
CCc1ccc(C2C(C(=O)Nc3ccccc3F)=C(C)NC3=C2C(=O)CC(c2ccccc2)C3)cc1 (centres undefined)	3
CC(Cl)=CCn1c2ccccc2c2ccccc21	-3
CCC(=O)N1CCc2cc(S(=O)(=O)NC(C(=O)Nc3cccc(C)n3)C(C)C)ccc21 (centres undefined)	5
COc1ccccc1N1CCN(S(=O)(=O)c2c(C)sc3ncn(CC(=O)NC4CCCC(C)C4C)c(=O)c23)CC1 (centres undefined)	-9
CCOc1ccc(-c2nnc(SCC(=O)N3CCN(c4ccccc4)CC3)o2)cc1	3
COc1ccc(S(=O)(=O)N2CCSC2c2cccc(Cl)c2)cc1 (centres undefined)	2
CC1(C)Cc2[nH]c(=O)c(C#N)cc2CS1	1
COc1cc2c(cc1OC)C(COc1ccc(C(C)C)cc1)N(C(=O)CC(C)C)CC2 (centres undefined)	-1
O=C(c1ccc(SCc2cccnc2)c([N+](=O)[O-])c1)N1CCOCC1	0
COCCCNC(=O)C1CCN(S(=O)(=O)N(CC(C)C)CC(C)C)CC1	-4
O=C(NCCN1CCCC1)c1cccc(N2CCCC2=O)c1	3
CCCC(=O)Nc1ccc(OCC(O)CNC(C)C)c(C(C)=O)c1 (centres undefined)	-8
CC1CCc2sc(NC(=O)COc3ccc(Cl)cc3)c(C(N)=O)c2C1 (centres undefined)	0
Cc1nc(N2CCN(C)CC2)c2c(C)c(C(=O)NC3CCCCCC3)sc2n1	-7
CCOC(=O)c1cc2c(=O)[nH]c3ccccc3c2s1	-2
COC(=O)CNC(=O)c1ccc(=O)oc1	-2
CCOc1cc2c(cc1OCC)C1C(C(=O)NC3CCCC3)c3ccccc3C(=O)N1CC2 (centres undefined)	6
Cc1ccc(C(=O)COC(=O)c2ccc3c(c2)C(=O)N(C2CCCCC2)C3=O)cc1	-1
Cn1nc(C(C)(C)C)cc1C(=O)NCc1ccc(N2CCCC2=O)cc1	-4
CC1CCCCN1S(=O)(=O)c1ccc2[nH]c(=O)cc(C(=O)NCCN3CCN(Cc4ccccc4)CC3)c2c1 (centres undefined)	-12
N#Cc1cn(CC(=O)NCc2cccnc2)c2ccccc12	0
CC1Cc2ccccc2N1C(=O)C1CCCN1S(=O)(=O)c1ccc(Cl)cc1 (centres undefined)	-2
O=S(=O)(Nc1ccc(Cl)cc1)c1cnc[nH]1	-18
CC(C)(C)NC(=O)CN(c1cc(C(F)(F)F)ccc1Cl)S(C)(=O)=O	-2
Cc1ccc2nc(-c3ccc(C)c(NC(=O)c4cccc(Cl)c4)c3)oc2c1	-30
Cc1ccnc(NC(=O)C(NC(=O)C2CCC(C)CC2)C(C)C)c1 (centres undefined)	-5
CSCCC(NS(=O)(=O)/C=C/c1ccccc1)C(=O)N1CCC(C)CC1 (centres undefined)	1
CCN(C(=O)c1cc2cc3ccc(OC)cc3nc2o1)c1cccc(C(F)(F)F)c1	0
CC1CC(=O)C2=C(C1)OC(N)=C(C#N)C2c1coc2ccccc2c1=O (centres undefined)	-14
CCOC(=O)c1[nH]cnc1C(=O)Nc1cccc(N)n1	-7
CC(=O)NC1CC(C)(C)N(OC(C)=O)C(C)(C)C1	8
CCOC(=O)N1CCN(C(=O)c2n[nH]c(=O)c3ccccc23)CC1	-2
O=C(CSc1nc2c(c(=O)n1-c1ccccc1)SCC2)N1CCN(c2ccccc2)CC1	5&-19
Cc1cccc(CN2C(=O)c3ccccc3Sc3ccc(C(=O)NC(C)C)cc32)c1	-3
Cc1ccc(NC(=O)Cn2nnc(C(=O)NCc3ccccc3)c2N)cc1C	-2
COc1ccc2c(c1)sc1nc(=O)n(-c3cccc(Cl)c3)c(=O)n12	8
COc1ccc(N2C(=O)CSC2c2cc3c(cc2[N+](=O)[O-])OCO3)cc1OC (centres undefined)	-4
CCN1CCN(c2cc(C)c3cc(NC(=O)Cc4ccccc4Br)ccc3n2)CC1	-28
CCN1C(=O)NC(c2ccc([N+](=O)[O-])cc2)C(C(=O)OCCc2ccccc2)=C1C (centres undefined)	-2
CN(CCCNC(=O)Cn1c(=O)[nH]c2ccccc2c1=O)Cc1ccccc1	-3
Cc1[nH]c2ccc(-c3nnc(SCC(=O)NCc4ccco4)n3-c3ccccc3)cc2c1C	-5
CCN(CC)S(=O)(=O)c1ccc(C(=O)N=c2sc3cc(OC)ccc3n2CC)cc1	2
O=C(c1cccc(N2CCCC2=O)c1)N1CCOCC1	-1
CCSc1nc2sc3c(c2c(=O)n1-c1ccccc1)CC(C)(C)OC3	-6

# Source: PubChem

# Not all compounds are listed; count on the stated rates, not on these rows.
